TbMetRS inhib – Trypanosoma brucei MetRS inhibition; purified T. brucei MetRS, ATP depletion, Kinase-Glo luminescence; inhibition, % at 11.9 µM; 0.4% of 360,000 active; AID 624268;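 active = inhibition above a per-plate cutoff of the control wells' mean inhibition plus 3 SD, cut at about 5.5% in these data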;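 also: 0% = DMSO wells median and 100% = median of wells with control inhibitor compound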
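Material – parasite MetRS enzyme · Medium – HEPES-MgCl2-KCl buffer plus DTT, spermine, BSA, pyrophosphatase · Reagent – ATP, methionine and E. coli bulk tRNA substrates · Times – 15 min enzyme-compound preincubation, 2 h reaction, 10 min detection, 25 °C · Measured by – luminescence of leftover ATP · Evaluation – percent inhibition relative to median high and low control wells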
SUMO1 PPI mod – alters human SUMO1 binding to SIM partners; P63165; SUMO1 binding to a labelled peptide, TR-FRET, 1 h; inhibition, % at 20 µM; 0.33% of 360,000 active; AID 602429; in the data active = inhibition above about 37%
Target sequence (P63165 whole entry, looked up): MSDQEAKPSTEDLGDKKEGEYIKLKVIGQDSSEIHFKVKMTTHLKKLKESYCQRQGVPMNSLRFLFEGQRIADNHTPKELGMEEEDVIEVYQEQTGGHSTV
E coli Lon inh – E. coli protease La inhibition. purified E. coli Lon protease, fluorescence polarization. inhibition, % at 7.94 µM. 0.42% of 360,000 active. AID 602123; in the data active = inhibition above about 13%, passing the limit was not always enough;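 also: 0% = enzyme with probe and DMSO and 100% = no enzyme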
DNMT1 inh – blocks human DNA methyltransferase DNMT1. inhibition (reported as % activation of signal), % at 10 µM. AID 588458. 0.83% of 360,000 active. DNMT1 molecular beacon, Hinp1I cleavage, fluorescence; in the data active = inhibition above about 50%
LMPTP block – LMPTP (human) inhibition | recombinant LMPTP-A, OMFP fluorogenic substrate, fluorescence intensity | inhibition, % at 20 µM | 0.22% of 360,000 active;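 active = compounds that cut the enzyme signal by at least half of the control window in the single-dose screen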;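 also: plate controls were DMSO wells with enzyme plus substrate for no effect and substrate without enzyme for full effect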
Target sequence (P24666 whole entry, looked up): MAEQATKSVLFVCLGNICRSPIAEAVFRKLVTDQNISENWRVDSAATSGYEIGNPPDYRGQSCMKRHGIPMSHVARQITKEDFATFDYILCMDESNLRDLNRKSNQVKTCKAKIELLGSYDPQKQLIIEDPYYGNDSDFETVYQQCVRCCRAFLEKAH
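Test system – LMPTP-A enzyme · Amount – LMPTP-A at 0.625 nM final in the reaction · Buffer or medium – Bis-Tris pH 6.0, DTT, detergent · Reagent – OMFP 400 µM · Doses – single 20 µM dose · Schedule – reaction 50 min, room temperature, dark · Detection – fluorescence intensity of OMFP turnover product · Evaluation – percent inhibition versus substrate-only and uninhibited controls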
Scp-1 inhibitor – inhibitors of human Scp-1 phosphatase | Q9GZU7 | Recombinant Scp1, phosphopeptide, malachite green phosphate absorbance | inhibition, % at 20 µM | 0.88% of 340,000 active;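 active = inhibition above about 50% at 20 µM, limit read from the data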;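 also: plate controls were DMSO wells with enzyme for no effect and wells lacking enzyme for full effect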
Target sequence (Q9GZU7 76-261 limits assumed): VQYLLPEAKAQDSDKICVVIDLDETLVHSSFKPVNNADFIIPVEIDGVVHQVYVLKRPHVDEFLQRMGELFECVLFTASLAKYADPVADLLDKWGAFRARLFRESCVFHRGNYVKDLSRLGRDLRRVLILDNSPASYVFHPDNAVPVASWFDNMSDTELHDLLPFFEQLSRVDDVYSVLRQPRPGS
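System: truncated SCP-1 phosphatase (76-261aa); medium: Tris acetate buffer pH 5.5 with MgCl2 and Tween-20; incubation: 45 min room-temperature reaction, 5 min colour, 30 min stabiliser; compound: single 20 µM dose, 1% DMSO; reagent: Phosphorylated 17-residue peptide substrate; read-out: % inhibition at 20 µM; technique: colorimetric free-phosphate detection, absorbance 630 nm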
MsrA inh – inhibits bovine methionine sulfoxide reductase A | inhibition, % at 15.5 µM | 0.75% of 360,000 active | purified bovine MsrA, absorbance read-out | AID 651718; in the data active = inhibition above about 4.5%;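 also: 0% = vehicle wells with enzyme and 100% = reference inhibitor wells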
STEP inh – STEP (human) phosphatase inhibition; P54829; recombinant STEP, OMFP fluorogenic substrate, fluorescence; inhibition, % at 20 µM; 0.25% of 360,000 active; AID 588621;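 active = inhibition at 20 µM, scaled per plate between control wells, above about 37%, limit read from the data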;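 also: 0% = DMSO with enzyme and substrate and 100% = substrate only without enzyme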
Target sequence (P54829 whole entry, looked up): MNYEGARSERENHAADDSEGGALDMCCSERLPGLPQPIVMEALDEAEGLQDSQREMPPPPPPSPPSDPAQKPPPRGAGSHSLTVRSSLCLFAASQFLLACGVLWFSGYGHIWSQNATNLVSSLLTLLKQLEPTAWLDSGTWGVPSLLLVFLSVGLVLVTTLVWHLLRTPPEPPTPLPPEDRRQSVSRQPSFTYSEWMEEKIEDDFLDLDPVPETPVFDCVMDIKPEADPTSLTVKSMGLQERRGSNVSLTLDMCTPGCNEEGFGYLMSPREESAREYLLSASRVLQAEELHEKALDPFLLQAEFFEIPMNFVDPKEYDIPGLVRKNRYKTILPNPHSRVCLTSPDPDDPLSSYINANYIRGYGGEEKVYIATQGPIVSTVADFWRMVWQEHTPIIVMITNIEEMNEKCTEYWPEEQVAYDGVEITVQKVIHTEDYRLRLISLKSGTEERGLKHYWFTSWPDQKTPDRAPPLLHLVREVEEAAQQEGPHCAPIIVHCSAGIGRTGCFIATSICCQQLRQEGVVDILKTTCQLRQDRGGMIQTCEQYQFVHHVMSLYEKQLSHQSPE
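System: STEP phosphatase, cell-free reaction; Buffer or medium: Bis-Tris pH 6.0 buffer with DTT, detergent; Incubation: 20 min at room temperature, dark; Measured by: fluorescence, 480/540 nm.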
MsrA act – activators of bovine methionine sulfoxide reductase A. activation, % at 10.6 µM. purified bovine MsrA, absorbance read-out. 0.3% of 360,000 active; in the data active = activation above about 7.5%;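 also: 0% = vehicle and 100% = reference activator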
NRP1-CendR mod – alters CendR peptide binding to human NRP-1. AID 602438. 0.85% of 360,000 active. inhibition, % at 25 µM. FAM-RPARPAR peptide binding to NRP-1, fluorescence polarization;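 active = inhibition or corrected inhibition above about 18%, plus a signal ratio from 0.5 to 1.5, limit read from the data, passing the limit was not always enough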; also: strong numbers were not always called active
* marks the source's active call; other numbers are inactive results; . = no result given.

SMILES | TbMetRS inhib | SUMO1 PPI mod | E coli Lon inh | DNMT1 inh | LMPTP block | Scp-1 inhibitor | MsrA inh | STEP inh | MsrA act | NRP1-CendR mod
CCCN(CC(=O)Nc1ccccc1C)C(=O)c1ccc2c(c1)OCO2 | -0.1 | -1 | -18 | 2 | -7.7 | -5 | 0.3 | 1 | 0 | 2
N#Cc1cc(-c2ccccc2)nnc1Oc1ccccc1 | -1.5 | -8 | -7 | 1 | 1.2 | 11 | 0.5 | 5 | -10 | -2
O=C(CNC(=O)C12CC3CC(CC(C3)C1)C2)NCc1ccccc1 | -0.4 | 2 | 4 | 12 | -0.9 | 1 | -1.1 | 2 | -8 | 0
COC(=O)c1ccc(C2C(C(=O)c3ccco3)=C(O)C(=O)N2CC2CCCO2)cc1 (stereo unspecified) | 0.0 | -4 | 1 | 2 | -1.1 | -10 | -0.9 | 2 | -3 | 19
C/C(=N\NC(=O)COc1ccccc1)c1cccs1 | -0.6 | -4 | -5 | -2 | -1.5 | -3 | 1.0 | 0 | -5 | -4
Cc1ccc(S(=O)(=O)NC(=O)NC(C)Cc2ccccc2)cc1 (stereo unspecified) | -0.1 | -4 | -4 | 3 | -1.8 | -13 | -0.4 | 0 | -4 | 3
O=C(NCc1ccco1)c1cc(S(=O)(=O)N2CCOCC2)c(Cl)cc1Cl | -1.5 | -2 | -3 | -3 | 0.5 | 4 | 0.6 | -4 | -3 | 5
CCn1c(CSc2n[nH]c(N)n2)nc2cc(C(=O)O)ccc21 | -0.3 | 0 | 4 | 2 | 0.3 | -1 | -0.3 | 4 | -1 | 4
COc1ccccc1OCC(=O)Nc1cc(Cl)ccc1N1CCCCC1 | -0.3 | 4 | -8 | 7 | 2.6 | -5 | -0.7 | 0 | -2 | 5
CCCC(=O)N1CCC1(C)C(=O)Nc1ncc(C(=O)OC)s1 (stereo unspecified) | -0.2 | -3 | -3 | 7 | -0.6 | . | -1.0 | 0 | -2 | 6
COCCn1nnnc1C(c1ccccc1)N1CCN(C(=O)c2ccco2)CC1 (stereo unspecified) | -0.3 | -1 | 9 | 1 | -2.4 | -10 | -1.9 | -3 | -2 | 13
O=C(N[C@H]1CC[C@@H](CCNS(=O)(=O)c2ccccc2Cl)O[C@@H]1CO)c1ccccc1 | 0.1 | 8 | . | . | -1.5 | . | -0.1 | . | . | 5
COCCN(C(=O)C1CC(=O)N(Cc2ccccc2)C1)c1nc(-c2ccc([N+](=O)[O-])cc2)cs1 (stereo unspecified) | -0.1 | -19 | -2 | -19 | 7.0 | -10 | 1.2 | 4 | -6 | -4
S=C(NCC1CC1)N/N=C/c1ccccc1Cl | -0.6 | 0 | -2 | -3 | 0.5 | -7 | 0.5 | 2 | -3 | 2
CN(Cc1ccccc1)C(=O)Cn1nc(C(F)(F)F)c2c1CCC2 | -0.3 | 2 | 3 | 5 | 0.0 | -9 | -2.3 | 2 | -4 | -2
CCOC(=O)c1cc2sccc2n1CC(=O)c1ccc2c(c1)OCCO2 | -0.2 | -6 | -6 | -5 | 1.1 | -8 | 1.1 | 1 | -3 | -8
CCC(C(=O)Nc1ccc2c(c1)OCCO2)n1nnc2ccccc2c1=O (stereo unspecified) | 0.5 | 2 | 0 | 0 | 0.6 | -8 | -0.2 | 0 | -1 | 5
CN(CC(=O)N1CCCC1)S(=O)(=O)c1ccc(Cl)cc1 | -0.1 | 4 | -1 | -3 | -1.7 | -2 | 1.5 | -16 | 0 | -18
COc1ccccc1N1CCN(CCCOc2ccc(F)cc2)CC1 | -0.6 | -1 | 0 | -2 | -3.7 | -7 | -0.1 | 0 | -1 | 14
CC(C)(C)C(=O)C(Cc1ccccc1)n1cncn1 (stereo unspecified) | 0.1 | 2 | -2 | 1 | -1.2 | 1 | -0.4 | -4 | -3 | 3
NC(=O)CNC(=O)C1CCN(S(=O)(=O)c2ccc(-n3cnnn3)cc2)CC1 | -0.3 | 6 | 7 | -1 | -0.8 | -1 | -0.8 | 2 | -7 | -3
CC(=O)NC1C(=O)N(C)c2ccc(Br)cc21 (stereo unspecified) | -0.3 | 2 | -19 | 1 | -1.5 | -2 | 0.8 | -1 | 1 | 1
CC1(c2ccccc2)NC(=O)N(CC(=O)N2CCN(S(=O)(=O)c3ccccc3[N+](=O)[O-])CC2)C1=O (stereo unspecified) | -0.3 | -7 | 1 | 2 | -0.5 | 50* | -0.7 | 3 | -4 | 1
CCOC(=O)c1c(C)[nH]c(C)c1C(=O)COC(=O)c1cc(OC)cc(OC)c1 | -0.6 | 1 | 2 | -7 | 1.3 | -8 | 1.0 | -5 | -4 | 8
CN(C)c1ccc(CNC(=O)CN2C(=O)COc3ccc(S(=O)(=O)N4CCCC4)cc32)cc1 | -0.1 | -2 | 2 | 0 | -0.9 | 19 | -0.7 | 3 | 2 | 7
Cn1c(CNC(=O)C(C)(C)C)nc2ccccc21 | 0.4 | 1 | -1 | 0 | -1.7 | -9 | -1.1 | 2 | -1 | 3
O=C(CN1CCOCC1)Nc1c2c(nc3ccccc13)N(Cc1ccccc1)CC2 | -0.1 | 1 | 8 | -3 | 3.5 | -3 | 1.6 | 4 | -1 | -22
Nc1cc2c(cc1[N+](=O)[O-])OCCO2 | 0.3 | -31 | -2 | 0 | 1.1 | -4 | 0.4 | 1 | -3 | -5
CCOc1ccccc1N(CC(=O)O)S(=O)(=O)c1ccccc1 | -0.9 | -3 | -9 | -1 | -0.8 | -5 | -0.9 | 0 | -12 | -1
CC(Cc1ccccc1)N(C)C(=O)CN1C(=O)c2ccccc2C1=O (stereo unspecified) | -0.5 | 1 | -2 | 5 | -1.2 | 1 | 1.0 | -2 | -7 | -3
CCC(NC(=O)c1ccccc1NC(=O)c1ccc(C)cc1)C(=O)O (stereo unspecified) | -0.4 | 2 | -3 | -1 | -2.1 | 0 | -1.6 | -2 | -5 | -7
Cc1cc(OCC(=O)c2cccc(C(F)(F)F)c2)n2cnnc2n1 | -0.6 | -3 | 16 | 4 | 0.0 | 1 | 0.0 | 2 | -3 | -8
COc1ccc(C(=O)Nc2cc3c(cc2Cl)OCCCO3)cc1 | 0.9 | 1 | 4 | -2 | 0.6 | -2 | 0.3 | 2 | 3 | 18
CCOc1nc(NCCN2CCOCC2)nc(NC(C)C)n1 | -0.4 | -1 | -3 | 0 | 0.9 | -8 | -0.9 | -2 | -5 | 12
COC(=O)CCCC(=O)N1CCC(CO)(CCc2ccccc2)CC1 | -1.0 | 1 | -9 | 4 | -1.3 | 3 | -0.9 | -10 | -12 | 6
CCN(CC(=O)NCc1cccs1)C(=O)/C=C/c1cccc(OC)c1OC | -0.2 | -11 | -1 | -1 | -7.0 | -9 | -0.6 | 1 | -2 | 2
CCOC(=O)N1CCC(NC(=O)C2=C(C)C(=O)OC23CCC(C)CC3)CC1 (stereo unspecified) | -0.5 | -2 | -4 | 4 | -2.1 | -5 | -0.9 | -1 | -4 | -9
COc1ccc([C@H]2CC(=O)C=C(c3ccc4ccn(C)c4c3)C2)cc1 | -0.5 | -27 | 3 | -14 | 5.2 | -3 | 0.1 | -1 | -11 | 4
CC(=NO)C1(C)CC=CCC1CO (stereo unspecified) | 0.7 | -3 | -8 | -3 | -1.6 | . | -0.4 | -3 | -3 | 0
Cc1ccc(Cn2cc(/C=N/NC(=O)Cc3nnc(NC(=O)c4ccc(C)cc4)s3)c3ccccc32)cc1 | -0.6 | 5 | 1 | 42 | -1.0 | -3 | 3.3 | -1 | -7 | 1

Profiles as entered above. Order of values: TbMetRS inhib | SUMO1 PPI mod | E coli Lon inh | DNMT1 inh | LMPTP block | Scp-1 inhibitor | MsrA inh | STEP inh | MsrA act | NRP1-CendR mod
CCN(CC(=O)NCc1cccs1)C(=O)/C=C/c1cccc(OC)c1OC is listed with -0.2 | -11 | -1 | -1 | -7.0 | -9 | -0.6 | 1 | -2 | 2
COc1ccc([C@H]2CC(=O)C=C(c3ccc4ccn(C)c4c3)C2)cc1 is listed with -0.5 | -27 | 3 | -14 | 5.2 | -3 | 0.1 | -1 | -11 | 4

Looked up by compound from the list above:
SMILES | TbMetRS inhib | SUMO1 PPI mod | E coli Lon inh | DNMT1 inh | LMPTP block | Scp-1 inhibitor | MsrA inh | STEP inh | MsrA act | NRP1-CendR mod
Nc1cc2c(cc1[N+](=O)[O-])OCCO2 | 0.3 | -31 | -2 | 0 | 1.1 | -4 | 0.4 | 1 | -3 | -5
O=C(CNC(=O)C12CC3CC(CC(C3)C1)C2)NCc1ccccc1 | -0.4 | 2 | 4 | 12 | -0.9 | 1 | -1.1 | 2 | -8 | 0

(next part)
SMILES | TbMetRS inhib | SUMO1 PPI mod | E coli Lon inh | DNMT1 inh | LMPTP block | Scp-1 inhibitor | MsrA inh | STEP inh | MsrA act | NRP1-CendR mod
CCc1c(SCCC(=O)O)nc2ccccc2c1C | 0.1 | 2 | -8 | -3 | -1.1 | -9 | 1.3 | -5 | -5 | -10
CS(=O)(=O)Nc1ccc(C(=O)NCC2CCCO2)cc1 (stereo unspecified) | -2.0 | -1 | 6 | 0 | -1.7 | -6 | -0.9 | 4 | -3 | 4
COCCn1c(N2CCN(c3ccc(OC)cc3)CC2)nc2c1c(=O)n(C)c(=O)n2C | -0.5 | 2 | -9 | 0 | -0.5 | -3 | -0.6 | 1 | -1 | -7
Cc1cccc(NC(=O)Cn2cnc3c(cnn3-c3ccc(F)cc3)c2=O)c1C | -0.1 | 3 | -6 | 19 | -1.7 | -6 | 0.0 | -3 | -1 | -17
Cc1ccc(C)n1-c1ccc(C(=O)Nc2ccccc2F)cc1 | -0.5 | 0 | -1 | -4 | 0.3 | -8 | -1.8 | 1 | 0 | 6
Cc1nn(C)cc1C1C2=C(CC(C)(C)CC2=O)N(c2ccccc2)C2=C1C(=O)CC(C)(C)C2 | -1.2 | -4 | -6 | -7 | -0.4 | -7 | -0.3 | -5 | -15 | 10
CCCCC(=O)OCC(=O)c1ccc(OCC)cc1 | -0.1 | -3 | -3 | -3 | -0.8 | -7 | 1.8 | 1 | 3 | 3
CCC(=O)Nc1ccc(-c2cc3ccccc3oc2=O)cc1 | -0.3 | -10 | 6 | 5 | -1.6 | -1 | 0.5 | -2 | -7 | -10
CN(C)c1ccc(/C=N\NC(=O)c2cccc3cc[nH]c23)cc1 | 0.2 | -20 | -8 | -5 | 1.1 | -8 | 2.7 | 1 | -5 | 6
O=C(CSc1nc(-c2ccncc2)nn1CC(=O)N1CCCCC1)NC1CCCC1 | -0.2 | 2 | 4 | 3 | 0.0 | -4 | -0.6 | -2 | -2 | -19
C=CCSC1=N/C(=C\c2ccc(C(=O)O)cc2)C(=O)S1 | 0.2 | 3 | 4 | 0 | -0.7 | -11 | 1.8 | 1 | -3 | 18
O=C(COc1ncnc2ccccc12)Nc1cccc([N+](=O)[O-])c1 | 1.0 | -24 | 4 | -1 | -0.5 | -1 | 0.1 | -2 | 0 | -2
Cc1cccc(/C=N/N(CCO)C2=NS(=O)(=O)c3ccccc32)c1 | -0.6 | 15 | -3 | 0 | 0.4 | 1 | 3.4 | 1 | -4 | 18

Source: PubChem BioAssay (several laboratories)
